Bioassay records from PubChem.
DDE Tn6 FP inh = inhibitors of Tn6 peptide binding to human fibrin DD(E); P02675; Fibrin DD(E) TRITC-Tn6 fluorescence polarization displacement; inhibition, % at 8.3 µM; 370,000 compounds, 0.21% hits; AID 720509;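 active = inhibition above a per-campaign cutoff: mean of compounds within control limits plus 3 SD, cut at about 15% in these data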;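 note: 0% = median of all compound wells on the plate and 100% = blocking peptide control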
SIAE primary = inhibitors of human sialic acid acetylesterase SIAE; Q9HAT2; SIAE FP-Rh probe binding, fluorescence polarization; inhibition, % at 9.66 µM; 370,000 compounds, 0.69% hits; AID 1053197;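 active = inhibition above a cutoff: mean of compounds within the control limits plus 3 SD of those, cut at about 17% in these data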;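 note: 0% = plate median of compound wells and 100% = probe without SIAE protein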
Target sequence (Q9HAT2 whole entry, looked up): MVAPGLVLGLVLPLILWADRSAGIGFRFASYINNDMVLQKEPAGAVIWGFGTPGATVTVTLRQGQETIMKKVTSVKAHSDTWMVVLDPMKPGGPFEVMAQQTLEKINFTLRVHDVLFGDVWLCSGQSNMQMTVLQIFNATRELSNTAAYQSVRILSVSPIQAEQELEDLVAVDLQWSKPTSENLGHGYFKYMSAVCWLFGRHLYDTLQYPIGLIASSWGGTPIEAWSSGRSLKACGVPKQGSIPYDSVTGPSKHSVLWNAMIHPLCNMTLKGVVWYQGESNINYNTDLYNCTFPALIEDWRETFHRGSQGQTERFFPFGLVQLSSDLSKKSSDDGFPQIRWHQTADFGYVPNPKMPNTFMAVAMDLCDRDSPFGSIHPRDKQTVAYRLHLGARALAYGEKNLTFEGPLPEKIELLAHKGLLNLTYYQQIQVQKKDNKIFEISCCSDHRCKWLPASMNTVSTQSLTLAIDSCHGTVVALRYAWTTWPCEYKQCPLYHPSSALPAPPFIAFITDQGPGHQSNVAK
ADAM17 inh = inhibits human ADAM17 | P78536 | recombinant ADAM17, EDANS/DABCYL FRET peptide cleavage | 370,000 compounds, 0.83% hits | inhibition, % at 6.95 µM;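 active = inhibition above the mean of compounds lying between control limits plus 3 SD, set per campaign, cut at about 8.5% in these data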;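 note: 0% = DMSO-only wells as the low control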
DDE Tn7 FP inh = DD(E)-Tn7 binding inhibition, primary FP screen; FP displacement of FITC-Tn7 peptide from fibrin DD(E); 0% = median of compound wells per plate; inhibition, % at 8.3 µM; 370,000 compounds, 0.13% hits; AID 720508;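 active = inhibition above the mean of compounds falling within the control limits plus 3 SD of them, cut at about 14% in these data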;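 note: 0% = plate median of compound wells and 100% = 10 µM Aha-Tn7 peptide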
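Measure: % inhibition scaled between sample-field median and high-control FP; Test system: human fibrin DD(E); Quantity: 2 µM final DD(E) protein; Doses: one dose, 8.3 µM nominal; Schedule: compound with protein 10 min, then 3 h after probe, room temperature; Detection: fluorescence polarization; Medium: Tris buffer with calcium and detergent, pH 7.8.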
ARFGAP1 inhibitor = inhibitors of rat ARFGAP1; Arfgap1-stimulated ARF1 GTP hydrolysis, GDP FP detection; inhibition, % at 16.5 µM; 360,000 compounds, 0.26% hits;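 active = inhibition above a per-plate limit, mean inhibition of low control wells plus 3 SD, cut at about 25% in these data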;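 note: 0% = DMSO wells with enzyme and 100% = wells lacking Arfgap1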
Target sequence (Q62848 1-136 limits assumed): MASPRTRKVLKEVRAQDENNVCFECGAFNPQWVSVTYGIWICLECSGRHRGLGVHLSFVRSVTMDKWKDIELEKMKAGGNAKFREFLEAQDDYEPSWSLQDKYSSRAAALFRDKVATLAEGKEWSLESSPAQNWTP
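System: truncated rat Arfgap1 GAP domain / Medium: HEPES-based buffer, pH 7.5 / Also added: N-terminally truncated human ARF1-GTP substrate / Incubation: enzyme reaction 120 min at 25 °C after 20 min preincubation / Measured by: FP of antibody-bound GDP Alexa 633 tracer, ex 620/em 688 nm / Replicates: singlicate, each compound tested once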
ASAP1 inh = inhibitors of human ASAP1 ArfGAP activity; Q9ULH1; ASAP1-stimulated ARF1 GTP hydrolysis, GDP FP detection; inhibition, % at 16.5 µM; 360,000 compounds, 0.19% hits; AID 624377; in the data active = inhibition above about 25%;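 note: 0% = vehicle with enzyme and substrate and 100% = no enzyme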
PLC-gamma1 inh = PLC-gamma1 (human) inhibition, primary screen. P19174. purified PLC-gamma1, fluorogenic substrate, fluorescence. inhibition, % at 12.2 µM. 370,000 compounds, 0.84% hits. AID 720700; in the data active = inhibition above about 9.5%
TDP2 inh = blocks human TDP2 phosphodiesterase activity. O95551. recombinant TDP2, T5PNP hydrolysis, p-nitrophenol absorbance 415 nm. inhibition, % at 12.8 µM. 370,000 compounds, 0.34% hits. AID 720702;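 active = inhibition above the mean of all tested compounds plus 3 SD, set per campaign, cut at about 25% in these data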;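 note: 0% = DMSO with enzyme and 100% = buffer with substrate but no TDP2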
Target sequence (O95551 whole entry, looked up): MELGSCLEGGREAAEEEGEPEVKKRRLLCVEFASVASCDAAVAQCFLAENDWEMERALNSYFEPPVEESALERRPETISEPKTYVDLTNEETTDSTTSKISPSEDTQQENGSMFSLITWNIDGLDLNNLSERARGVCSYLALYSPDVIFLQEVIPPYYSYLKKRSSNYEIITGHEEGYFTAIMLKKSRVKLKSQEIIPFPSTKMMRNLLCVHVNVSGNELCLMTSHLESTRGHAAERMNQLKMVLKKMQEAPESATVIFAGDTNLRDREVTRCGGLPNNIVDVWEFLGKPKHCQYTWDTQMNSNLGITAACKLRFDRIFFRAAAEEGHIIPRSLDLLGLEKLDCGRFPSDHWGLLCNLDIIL
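Material: recombinant human TDP2; quantity: TDP2 enzyme at 120 nM final; medium: Tris-HCl pH 7.5 with MgCl2; compound: single concentration, 12.8 µM nominal, with 1% DMSO; incubation: 2 h enzyme incubation at 37 °C; signal: epi absorbance; measure: percent inhibition; benchmarks: high control without enzyme, low control DMSO plus TDP2; repeats: singlicate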
ADAM10 inh = inhibits human ADAM10 | recombinant ADAM10, EDANS/DABCYL FRET peptide cleavage, 3 h | inhibition, % at 7 µM | 370,000 compounds, 0.62% hits | AID 720582;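 active = inhibition above a per-campaign cutoff equal to the mean of compounds falling between control-based bounds plus 3 SD, cut at about 20% in these data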;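 note: 0% = DMSO wells while the 100% control is not disclosed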
PLC-beta3 inh = PLC-beta3 (human) inhibition, primary screen | Purified PLC-beta3, fluorogenic substrate, fluorescence | inhibition, % at 12.2 µM | Q01970 | 370,000 compounds, 0.18% hits; in the data active = inhibition above about 11%;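 note: 0% = median of compound wells on plate and 100% = full blocker control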
An asterisk follows results filed as active; i = inactive.

SMILES	DDE Tn6 FP inh	SIAE primary	ADAM17 inh	DDE Tn7 FP inh	ARFGAP1 inhibitor	ASAP1 inh	PLC-gamma1 inh	TDP2 inh	ADAM10 inh	PLC-beta3 inh
CNC(=S)Nc1ccc([N+](=O)[O-])cc1C	7	9	-2	5	1	-1	4	9	-5	3
COc1ccc(N(C(=O)c2ccco2)C(C(=O)NC2CCCC2)c2cccs2)cc1 (configuration not stated)	-9	-2	-1	-1	-9	1	0	12	0	0
COc1ccc(/C=[N+](\[O-])C2N(c3ccccc3)C(=S)SC2(C)C)cc1OC (configuration not stated)	-7	-3	4	7	7	-2	5	0	-5	-3
Cc1ccccc1NS(=O)(=O)c1ccc(C(=O)NNC(=O)c2ccccc2O)cc1	-10	12	0	-3	-4	5	-6	3	-5	-11
CCOC(=O)Cc1csc(NC(=O)c2sc3nc4cc(C)ccc4cc3c2N)n1	-5	3	-2	-10	0	5	-220	-15	-1	-258
CC1Cc2ccccc2N1CC(=O)Nc1ccc(N2CCOCC2)cc1 (configuration not stated)	-5	5	-4	4	2	2	1	-5	-6	2
CCOC(=O)Cn1nc(C)cc1NC(=O)c1cc(OC)c(OC)c(OC)c1	4	-12	-7	0	1	2	7	-10	-3	-9
COc1ccc(C(=O)NNC(=O)CCn2nnc(-c3ccc(C)cc3)n2)cc1OC	11	7	-4	4	7	-3	-2	4	2	-6
COCCCNC(=O)N1c2ccccc2Sc2ccccc21	2	15	0	-3	3	-2	2	1	11	-3
COc1ccc(Nc2c3c(nc4ccccc24)CCC3)c(OC)c1	-14	3	2	-10	4	6	4	-6	6	-3
CCCCNC(=O)CNC(=O)c1nn(-c2ccc(OC)c(Cl)c2)c(=O)c2ccccc12	-6	-1	0	-9	-7	5	-2	-11	-5	-11
CCOc1ccc(NC(=O)CN2CCN(CC(=O)c3ccc(OC)c(OC)c3)CC2)cc1	6	-1	0	4	0	12	-2	5	-1	0
COc1ccc(NC2=C(C(C)=O)C(c3ccc(OC)cc3)C(C(C)=O)C(C)(O)C2)cc1 (configuration not stated)	0	0	-2	6	2	-8	1	0	-3	3
CN1CCC(N(C)C(=O)CNC(=O)c2ccc(C(C)(C)C)cc2)CC1	1	0	-1	5	-2	-9	2	4	8	-6
Cc1ccc(-n2c(SCC(=O)OC(C)C)nnc2-c2cnccn2)cc1	-12	1	-2	-9	13	-7	-4	7	-1	-1
O=C(CSc1nc2c(c(=O)n1-c1ccc(Cl)cc1)SCC2)NCc1ccco1	-1	-2	0	0	-4	-9	4	-8	4	2
O=C(CN1C(=O)CCC1=O)Nc1nc(-c2nc3ccccc3s2)cs1	-5	0	-95	2	4	1	-100	7	-306	-115
COc1cc(C(=O)Nc2ccccc2N2CCCCC2)cc(OC)c1OC	-4	8	3	-4	-3	-2	1	-2	-4	-7
O=C(O)CC1Sc2nnc(COc3ccc(Cl)cc3)n2N=C1c1ccccc1 (configuration not stated)	1	-4	-1	5	-3	-13	4	-9	18	-2
CN(C)S(=O)(=O)c1ccc2c(c1)c(=O)c(C(=O)N1CCN(c3ccccn3)CC1)cn2C	3	-11	-3	6	-6	-6	0	-10	-3	4

The closing three records of the section before are carried over, then new ones follow:
SMILES	DDE Tn6 FP inh	SIAE primary	ADAM17 inh	DDE Tn7 FP inh	ARFGAP1 inhibitor	ASAP1 inh	PLC-gamma1 inh	TDP2 inh	ADAM10 inh	PLC-beta3 inh
COc1cc(C(=O)Nc2ccccc2N2CCCCC2)cc(OC)c1OC	-4	8	3	-4	-3	-2	1	-2	-4	-7
O=C(O)CC1Sc2nnc(COc3ccc(Cl)cc3)n2N=C1c1ccccc1 (configuration not stated)	1	-4	-1	5	-3	-13	4	-9	18	-2
CN(C)S(=O)(=O)c1ccc2c(c1)c(=O)c(C(=O)N1CCN(c3ccccn3)CC1)cn2C	3	-11	-3	6	-6	-6	0	-10	-3	4
CCN(CC)CCNC(=O)c1cc2cc3ccc(OC)cc3nc2o1	-5	-3	i	-1	7	1	i	2	i	i
CCc1nnc(NC(=O)CSc2nnc(-c3cccnc3)n2CC)s1	-3	-1	-1	-4	-11	9	3	0	5	1
COc1cccc(NC(=O)Nc2nccc(C)n2)c1	8	-2	-3	7	20	-1	0	2	3	2
O=C(CCC(=O)N1CCN(c2ccccc2F)CC1)c1ccc(F)cc1	-7	0	-5	-4	-1	1	-2	-2	-10	-8
COc1ccc(C(CNC(=O)Cc2ccccc2Cl)N2CCCCC2)cc1 (configuration not stated)	-3	-3	-3	-1	1	-1	-1	10	-2	-9
Cc1ccc(F)cc1C(=O)N1CCCC(c2cc(C(=O)Nc3ccccc3)no2)C1 (configuration not stated)	3	4	-2	-4	-9	7	-3	1	-7	-3
Cc1cccc(OCc2nnc(SCC(=O)Nc3ncc(C)s3)o2)c1	-4	5	-1	-2	0	-20	-3	5	4	0
Cc1cccc(C)c1-n1c(SCC(=O)NCc2ccco2)nc2ccccc2c1=O	-9	-4	-5	2	-5	0	-1	-2	-6	-1
O=c1cnnc(Nc2ccc(F)cc2)[nH]1	3	-1	0	9	1	-13	2	10	4	3
COc1cccc(NC(=O)Nc2cc(C(=O)NC(C)C)ccc2N2CC3CC(C2)c2cccc(=O)n2C3)c1 (configuration not stated)	-7	0	0	1	3	5	-2	6	1	-5
CCOC(=O)c1ccc(CNC(=O)Cn2nnc(-c3ccc(C)cc3)n2)o1	2	6	0	4	-12	-10	0	-6	-1	-1
CC(=O)N1CCN(C(=S)NC(=O)C23CC4CC(CC(C4)C2)C3)CC1	3	-2	-6	2	-4	9	-2	-4	-12	2
COC(=O)Cc1ccc(OC(=O)c2cccc(S(=O)(=O)N3CCN(C)CC3)c2)cc1	-1	3	-2	11	-12	-2	2	10	2	-2
O=C(O)c1ccc(CNCc2cccc(Cl)c2Cl)cc1	3	2	1	4	0	6	3	3	-2	2
CCCNC(=O)C1(C)CCN(C(=O)C2(c3ccc(Cl)cc3)CCCC2)C1 (configuration not stated)	10	0	1	0	-8	0	2	-9	-8	1
NC(=O)c1ccc(NC(=O)CSc2cn(CC(=O)N3CCOCC3)c3ccccc23)cc1	2	-6	-1	-5	2	12	2	10	-25	1
CCC1(CC)NC(=O)N(CC(=O)Nc2ccc(C)cc2C)C1=O	0	7	-1	-5	8	-9	0	4	-8	-5
COc1ccc(NC(=O)CSc2nnnn2C2CC3C=CC2C3)cc1 (configuration not stated)	-8	-4	5	-5	-7	9	2	0	4	-7
CC(C)OCCCN1C(=O)c2[nH]nc(-c3ccccc3O)c2C1c1cccc(Cl)c1 (configuration not stated)	5	-6	-1	4	8	17	0	-7	8	0
CCn1c(-c2ccccc2)ccc(C#N)c1=O	3	5	-1	0	0	5	-2	3	-4	-3
CCN(CC)Cc1nc2c(c(=O)[nH]1)C1(CCCCC1)Cc1ccccc1-2	4	2	-5	3	3	4	0	5	1	0
CC(C)NC(=O)N(C)C[C@H]1Oc2c(NC(=O)C3CC3)cccc2C(=O)N([C@H](C)CO)C[C@@H]1C	0	2	-3	-4	-9	6	-1	-8	-2	-13
C=CCN1C(=O)/C(=C2/Sc3ccc(OC)cc3N2C)SC1=Nc1ccccc1	2	-8	-1	7	6	2	5	-2	4	-4
CCOC(=O)c1c(NC(=O)CN2C(=O)NC(C)(c3ccc(OC(F)F)cc3)C2=O)sc(C)c1C (configuration not stated)	0	-17	11*	-6	3	3	2	-8	22*	-4
COC(=O)c1cc(C)sc1NC(=O)CCc1ccccc1	-2	7	-4	5	3	-5	0	-2	-6	-5
O=C(Nc1ccc(C(=O)N2CCOCC2)cc1)c1cc(-c2cccnc2)nc2ccc(Cl)cc12	2	-27	0	-6	4	-13	-1	-1	1	-4
COc1cccc(NC(=O)C2C3CC4OC(=O)C2C4C3)c1 (configuration not stated)	7	3	0	4	2	2	-3	-1	3	0
CN(Cc1ccc(F)cc1)S(=O)(=O)c1nnc(NC(=O)c2ccccc2Br)s1	1	-12	4	-3	-1	6	-16	-8	6	-37
O=C(Nc1ccccc1F)c1nc[nH]c1C(=O)NCc1ccccc1	1	-5	-12	5	13	6	-2	-3	-35	1
Cc1ccc(Oc2ccccc2NC(=O)CN2C(=O)NC3(CCCC3)C2=O)cc1	3	2	-4	-3	0	5	0	6	-1	-8
COc1cc(-c2nc3ccccc3s2)ccc1O	-9	-1	-269	2	0	6	i	0	i	i
c1cncc(COC2CCCN(Cc3nc(-c4cccs4)no3)C2)c1 (configuration not stated)	-13	-1	-1	-2	-12	-5	-3	-11	-2	3
COc1cccc(C(Nc2ccccc2)c2ccc3ccc(C)nc3c2O)c1 (configuration not stated)	-6	7	17*	-1	10	5	-6	-15	11	-1
CCN(CCO)c1ncnc2c1sc1nc(C(C)C)c3c(c12)CC(C)(C)OC3	5	0	-2	0	6	-12	2	-7	-19	-4
O=C(CSc1nnc(-c2ccccc2)n1CC1CCCO1)N1CCCC1 (configuration not stated)	2	4	-1	3	6	0	2	6	0	1
CC1(C(=O)NS(=O)(=O)c2ccc(C#N)cc2)CCN1C(=O)Cc1cc(F)ccc1F (configuration not stated)	6	0	-2	-1	5	4	-1	-3	-11	-3
CCc1nn(CC(=O)NCCc2ccc(OC)cc2OC)c(=O)c2cc3occc3n12	-3	2	-5	1	-6	-13	0	3	4	-10
CCC(C)(C)n1nnnc1C(c1ccccc1)N1CCN(C2CCCC2)CC1 (configuration not stated)	1	3	0	-6	0	10	4	-9	5	4
O=C(Nc1ccc2oc(-c3ccccc3F)nc2c1)c1ccc([N+](=O)[O-])o1	0	0	1	-2	9	-1	4	0	5	-2
COc1ccc(-c2nc(CS(=O)(=O)CC(=O)NCCc3cc(OC)ccc3OC)c(C)o2)cc1	2	1	-4	10	3	10	-1	0	3	1
CCOc1ccccc1C1CC(=O)Nc2cc3c(cc21)OCO3 (configuration not stated)	4	3	0	5	11	14	0	8	4	1
COCC(C)n1c(SCC(=O)N2CC(=O)Nc3ccccc32)nc2ccccc2c1=O (configuration not stated)	-6	-5	-2	0	8	2	-4	5	-7	-6

Entries listed above printed as active in ADAM17 inh.
SMILES	DDE Tn6 FP inh	SIAE primary	ADAM17 inh	DDE Tn7 FP inh	ARFGAP1 inhibitor	ASAP1 inh	PLC-gamma1 inh	TDP2 inh	ADAM10 inh	PLC-beta3 inh
CCOC(=O)c1c(NC(=O)CN2C(=O)NC(C)(c3ccc(OC(F)F)cc3)C2=O)sc(C)c1C (configuration not stated)	0	-17	11*	-6	3	3	2	-8	22*	-4
COc1cccc(C(Nc2ccccc2)c2ccc3ccc(C)nc3c2O)c1 (configuration not stated)	-6	7	17*	-1	10	5	-6	-15	11	-1
